Assay outcomes: PubChem BioAssay, several laboratories
GPR55 LPI antagonism: GPR55 antagonists blocking LPI-driven arrestin recruitment, primary screen, imaging, U2OS, beta-arrestin-GFP, LPI agonist (AID 2013). G-protein coupled receptor 55 (Homo sapiens). U2OS GPR55 beta-arrestin-GFP translocation imaging, LPI antagonism; higher % means a stronger effect. inhibition, % at 10 µM, or IC50 in µM where a hit was titrated. actives 0.13% (n = 290,000);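 active means spots per cell inhibited over 60%, with over 100 cells counted and total cytoplasm intensity under 500,000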;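 further: U2OS cells stably carrying GPR55 and arrestin-GFP stimulated by 5 µM LPI near EC80; imaged beta-arrestin-GFP aggregate spots per cell after agonist stimulation; plate controls were LPI-stimulated DMSO wells for no effect and DMSO wells without LPI for full effect; some results filed as inactive read as strong as hits; confirmed hits need IC50 under 10 µM and bright autofluorescent wells are also inconclusive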
KOR beta-arrestin-1: KOR antagonists, beta-arrestin recruitment, cell-based, luminescence, uHTS (AID 1778); KOR beta-arrestin recruitment, luminescence, antagonist mode; higher % means a stronger effect; one-dose inhibition, % at 10 µM; IC50 in µM for titrated hits; actives 0.091% (n = 290,000); in the data active means inhibition above about 50%; further: strong numbers were not always called active
NS5 inhibitors: Dengue-2 NS5 methyltransferase inhibitors, primary screen, biochemical, confirmation dose response (AID 588689). Genome polyprotein (Dengue virus type 2 (strain 16681-PDK53)). Dengue-2 NS5 methyltransferase capping enzyme assay, biochemical; higher % means a stronger effect. inhibition, % at 25 µM, or IC50 in µM where a hit was titrated. actives 0.3% (n = 340,000); in the data active means a potency from the dose series
HIV fusion peptide: inhibitors of HIV fusion peptide binding, primary screen, biochemical, uHTS, fluorescence dequenching (AID 1986). cell-free peptide binding, fluorescence dequenching, 30 min; higher % means a stronger effect. one-dose inhibition, % at 20 µM; IC50 in µM for titrated hits. actives 0.3% (n = 290,000); in the data active means inhibition mostly above about 52%, no sharp cut-off; inactive means mostly below about 76%; further: some results filed as inactive read as strong as hits
West Nile antiviral: West Nile virus antiviral activity, cell-based, CPE readout (AID 1621) | actives 0.02% (n = 290,000) | West Nile virus-infected cells, CPE inhibition; higher % means a stronger effect | CPE inhibition, % at 10 µM, or IC50 in µM where a hit was titrated; in the data active means a potency from the dose series; further: strong numbers were not always called active
GPR55 activation: GPR55 agonists via beta-arrestin recruitment, primary screen, imaging, U2OS cells, beta-arrestin-GFP redistribution (AID 1961). activation, % at 10 µM; hits with a dose series show EC50 in µM. G-protein coupled receptor 55 (Homo sapiens). U2OS GPR55 beta-arrestin-GFP redistribution imaging; higher % means a stronger effect. actives 0.048% (n = 290,000);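 active means activation above 40% with more than 50 cells counted in the well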;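 further: U2OS osteosarcoma cells stably expressing GPR55 and beta-arrestin-GFP; plate controls were DMSO negative control for no effect and LPI positive control for full effect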
NOD1 inhibition: NOD1 signaling inhibitors, primary screen, cell-based, luminescence, uHTS (AID 1578); NOD1-driven NF-kB luciferase reporter cells, luminescence; higher % means a stronger effect; inhibition, % at 4 µM; hits with a dose series show EC50 in µM; actives 1% (n = 290,000); in the data active means inhibition mostly above about 36%, no sharp cut-off; inactive means mostly below about 34%;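 further: HEK-293T reporter cells stimulated with the NOD1 agonist gamma-tri-DAP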
GPR35 arrestin U2OS: GPR35 antagonists blocking zaprinast-driven arrestin recruitment, primary screen, imaging, U2OS, beta-arrestin-GFP, zaprinast agonist (AID 2058); actives 0.052% (n = 290,000); U2OS GPR35 beta-arrestin-GFP translocation imaging, zaprinast antagonism; higher % means a stronger effect; inhibition, % at 10 µM; hits with a dose series show IC50 in µM;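 active means inhibition of at least 50% with at least 30 cells and total cytoplasm GFP at most 10,000,000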
KOR beta-arrestin-2: KOR agonists, beta-arrestin recruitment, primary screen, cell-based, luminescence, uHTS (AID 1777); KOR beta-arrestin recruitment, luminescence; higher % means a stronger effect; activation, % at 10 µM, or EC50 in µM where a hit was titrated; actives 0.02% (n = 280,000); in the data active means activation above about 50%, passing the limit was not always enough; further: a part of the inactive calls stands beside numbers as strong as those of hits
NS5 inhibitors pilot replicate: also measured in NS5 inhibitors; calls as there; inhibition, %; measured here: pilot screen replicate inhibition
* hit, by the source's call; nt = no result given; [ ] = remark or other dose. This is a subset; rates above refer to the full screens.

The first 7 records (preview)
SMILES | GPR55 LPI antagonism | KOR beta-arrestin-1 | NS5 inhibitors | HIV fusion peptide | West Nile antiviral | GPR55 activation | NOD1 inhibition | GPR35 arrestin U2OS | KOR beta-arrestin-2 | others
Cc1ccc2cc(/C=N/NC(=O)[C@H](C)NC(=O)OC(C)(C)C)c(Cl)nc2c1 | -3% | -21% | -6% | 1.1% | -0.7% | -0.2% | -34% | -14% | 1.0%
COc1ccc(S(=O)(=O)NCc2ccco2)cc1C(=O)N1CCOCC1 | 11% | -19% | -2% | -1.2% | 0.3% | -0.2% | -10% | -13% | 2.9%
CCCCn1nnnc1NCc1ccc(OC)c(OC)c1 | 3% | 26% | 3% | 1.8% | 0.1% | -0.2% | -14% | -9% | -0.7%
COc1ccc(CN2CCCN(S(=O)(=O)c3ccc(Br)cc3)CC2)cc1 | -16% | 2% | -5% | -0.4% | -1.2% | -0.1% | -8% | -3% | -0.2%
CC[C@@H](C)[C@H](NC(=O)Cc1c(C)c2c(cc(C)c3c(C)c(C)oc32)oc1=O)C(=O)O | -7% | -26% | 0% | 3.5% | -0.1% | -0.2% | 12% | -5% | 8.2%
COc1ccc(S(=O)(=O)NC(C)C(=O)NCc2ccc3c(c2)OCO3)cc1OC (stereo unspecified) | 6% | -56% | -1% | -1.1% | -0.3% | -0.1% | 35% | 4% | 2.8%
COc1ccc(/C=C(/CC(=O)Nc2ccc(C)cc2)c2nc3ccccc3s2)cc1 | 12% | 12% | -1% | 4.5% | -0.7% | 0.1% | -30% | 2% | 3.4%

This part in full, from the first entry:
SMILES | GPR55 LPI antagonism | KOR beta-arrestin-1 | NS5 inhibitors | HIV fusion peptide | West Nile antiviral | GPR55 activation | NOD1 inhibition | GPR35 arrestin U2OS | KOR beta-arrestin-2 | others
Cc1ccc2cc(/C=N/NC(=O)[C@H](C)NC(=O)OC(C)(C)C)c(Cl)nc2c1 | -3% | -21% | -6% | 1.1% | -0.7% | -0.2% | -34% | -14% | 1.0%
COc1ccc(S(=O)(=O)NCc2ccco2)cc1C(=O)N1CCOCC1 | 11% | -19% | -2% | -1.2% | 0.3% | -0.2% | -10% | -13% | 2.9%
CCCCn1nnnc1NCc1ccc(OC)c(OC)c1 | 3% | 26% | 3% | 1.8% | 0.1% | -0.2% | -14% | -9% | -0.7%
COc1ccc(CN2CCCN(S(=O)(=O)c3ccc(Br)cc3)CC2)cc1 | -16% | 2% | -5% | -0.4% | -1.2% | -0.1% | -8% | -3% | -0.2%
CC[C@@H](C)[C@H](NC(=O)Cc1c(C)c2c(cc(C)c3c(C)c(C)oc32)oc1=O)C(=O)O | -7% | -26% | 0% | 3.5% | -0.1% | -0.2% | 12% | -5% | 8.2%
COc1ccc(S(=O)(=O)NC(C)C(=O)NCc2ccc3c(c2)OCO3)cc1OC (stereo unspecified) | 6% | -56% | -1% | -1.1% | -0.3% | -0.1% | 35% | 4% | 2.8%
COc1ccc(/C=C(/CC(=O)Nc2ccc(C)cc2)c2nc3ccccc3s2)cc1 | 12% | 12% | -1% | 4.5% | -0.7% | 0.1% | -30% | 2% | 3.4%
CCOc1cc(C=O)ccc1OCc1cc(=O)n2cc(C)ccc2n1 | 3% | -4% | -2% | -2.0% | -0.1% | 0.1% | -32% | -3% | 0.8%
Cc1nnc(OCc2nc3ccccc3n2C)c2ccccc12 | 1% | 16% | nt | -2.3% | 0.0% | -0.1% | -26% | 3% | -0.4%
Cc1ccc2[nH]c(C)c(CCNC(=O)C3CCCCC3C(=O)OCC(F)(F)F)c2c1 (stereo unspecified) | 10% | 44% | 0% | 2.2% | -1.5% | -0.2% | -14% | -2% | 0.0%
Cn1c(=O)c2cc(S(=O)(=O)NCCC(=O)NCCc3ccc(Cl)cc3)ccc2n(C)c1=O | 8% | -39% | 3% | 0.7% | -0.3% | 0.5% | 8% | 1% | -0.8%
COC(=O)CSC1=C(C#N)C(=O)NC(c2ccccc2)S1 (stereo unspecified) | 18% | -14% | -3% | 0.0% | 0.9% | 0.2% | 39% | -1% | -4.6%
CCn1cc(C(=O)N2CCCCC2)c(=O)c2cc(S(=O)(=O)N3CCC(C)CC3)ccc21 | 7% | -18% | 0% | 1.4% | -0.5% | 0.0% | -2% | 3% | -1.4%
Cc1ccc(S(=O)(=O)NNC(=O)Nc2ccc(Cl)cc2)cc1 | -30% | 27% | 3% | 1.2% | 0.1% | -0.2% | -8% | 14% | 3.1%
CCC1COC(c2cccn2Cc2ccccc2Cl)=N1 (stereo unspecified) | 15% | 15% | -10% | 2.5% | -0.1% | 0.2% | -27% | 16% | 0.8%
CC(C)OCCCNC(=O)c1sc(=S)n(C)c1N | -5% | 12% | -2% | -3.3% | 0.0% | -0.2% | -18% | -18% | 6.3%
O=C(Nc1cc2c(cc1Cl)OCCCO2)c1ccccc1 | 11% | -43% | 4% | -2.5% | 0.0% | -0.1% | -54% | -17% | -0.1%
Cc1c(NC(=O)CN2C(=O)c3ccccc3C2=O)c(=O)n(-c2ccccc2)n1C | -7% | -10% | -2% | -2.9% | 0.1% | -0.2% | 0% | 14% | 2.3%
CCCCC(=O)Nc1ccc(NC(=O)c2cc(OC)c(OC)c(OC)c2)cn1 | 0% | -11% | 4% | 1.4% | -0.2% | -0.1% | -28% | 10% | 7.8%
Cc1ccnc(NC(=O)c2ccc3c(c2)C(=O)N(CC(C)C)C3=O)c1 | 19% | 15% | 3% | 1.2% | -0.5% | 0.0% | -26% | 7% | 4.6%
O=C(C[n+]1cccc(NC(=O)c2ccccc2)c1)c1cccc([N+](=O)[O-])c1 | -7% | -4% | -3% | -3.1% | -0.3% | 1.5% | -22% | 5% | -1.7%
CC(C)(C)c1ccc(Oc2ccc(N)cc2)cc1 | -15% | 1% | 1% | -4.5% | 0.4% | -0.3% | 82%* | -9% | 10%
c1ccc(-c2cnnc(SCc3cn4cccnc4n3)n2)cc1 | -2% | -32% | 3% | -2.2% | 0.1% | -0.4% | -5% | -3% | -6.6%
COc1ccc(/C=N/n2cnnc2SCc2ccc(OC)cc2)cc1 | 6% | 4% | 0% | 0.9% | -0.1% | 0.3% | nt | -7% | -1.4%
COc1cc(/C=N/NC(=O)C(C)Nc2n[nH]c(=O)[nH]c2=O)ccc1O (stereo unspecified) | 6% | 12% | 3% | 0.9% | 1.3% | -0.2% | -18% | 20% | 0.3%
COc1ccc(CCNC(=O)C2CC(c3cc(C(F)(F)F)cc(C(F)(F)F)c3)=NO2)cc1 (stereo unspecified) | 7% | 7% | -4% | -0.9% | -0.6% | -0.2% | 1% | -12% | 1.5%
COc1ccc(CC(=O)N2CCC(c3ccccc3)C2)cc1 (stereo unspecified) | 11% | 6%[20 µM] | -1% | -0.7% | -0.1% | -0.1% | -22% | 6% | -6.1%
CCOC(=O)c1cc([N+](=O)[O-])sc1NC(=O)CC | -5% | -1%[20 µM] | -1% | -0.9% | 0.0% | -0.1% | -32% | 4% | -4.0%
CC(Oc1ccc2c3c(c(=O)oc2c1)CCCC3)C(=O)NCC(O)c1ccccc1 (stereo unspecified) | 0% | -19% | -1% | -0.1% | -1.2% | -0.2% | -5% | -8% | 3.1%
O=C1NCC2=C1C(c1ccccc1)Nc1ccccc1N2 (stereo unspecified) | -18% | 42% | 1% | 11% | -0.7% | -0.1% | 4% | -7% | -3.8%
CC1Cc2cc(S(=O)(=O)CCC(=O)NC3CCCCC3)ccc2N1C(=O)C1CC1 (stereo unspecified) | 4% | 24% | -5% | 0.6% | 0.1% | 0.6% | -15% | -8% | -2.2%
CN(Cc1cnn(C)c1)Cc1nc(COc2ccccc2)no1 | 14% | -27% | 4% | -0.3% | 0.1% | 0.3% | -30% | 8% | -2.3%
CCOc1ccc(C2NC(=O)c3sc(=S)n(-c4ccccc4)c3N2)cc1 (stereo unspecified) | -2% | 39% | -48% | -0.7% | 1.6% | 0.2% | -47% | -12% | -0.7%
COc1cccc(-n2c(=O)c3ccccc3n3c(=S)[nH]nc23)c1 | 14% | -25% | -9% | -0.5% | -0.3% | 0.6% | -20% | 3% | 1.0%
Cc1ccc(-c2n[nH]c(=O)c3ccccc23)cc1S(=O)(=O)N(C)C | 1% | -7% | 1% | 1.4% | -0.4% | -0.2% | -11% | 0% | -0.9%
NC(=O)C1CCN(C(=O)CN2CCc3ccccc32)CC1 | -3% | 50% | nt | -0.5% | 0.1% | -0.1% | 0% | -3% | -4.3%
S=C(NCCc1ccccc1)Nc1c(Cl)cccc1Cl | 6% | 26% | -1% | 0.4% | -0.1% | -0.2% | 5% | 6% | 0.9%
COc1ccc(-c2cc(C(=O)O)c3c(C)nn(-c4ccccn4)c3n2)cc1 | -3% | 9% | nt | 3.6% | 0.1% | -0.1% | -1% | 10% | -2.1%
COC(=O)c1ccc2c(c1)NC(=O)C(N1CCCCC1)S2 (stereo unspecified) | -6% | -24% | -2% | 1.0% | -0.5% | -0.4% | -2% | 6% | -0.5%
Cc1cc(C)c(S(C)(=O)=O)c(S(=O)c2ccc(Cl)cc2)n1 (stereo unspecified) | 27% | -16% | 9% | 3.4% | -0.1% | 0.7% | -14% | 7% | 3.2%
COc1ccc(Br)cc1C(=O)Nc1ccc(C(=O)O)cc1 | 12% | -3% | -2% | -0.1% | 0.6% | 1.5% | -2% | 10% | -3.3%
CCOC(=O)c1cc(S(=O)(=O)N2CCC(C)CC2)cn1C | -4% | -31% | 6% | 1.1% | 0.0% | -0.1% | -10% | 12% | 0.6%
CCOc1ccc(-c2nnc(NC(=O)CCCOc3cccc(C)c3)o2)cc1 | 4% | -22% | -6% | -1.1% | 0.7% | -0.1% | 7% | 14% | 0.1%
COc1ccc(-c2cc(C(=O)NN)n(-c3ccccc3)n2)cc1 | -4% | 25% | -3% | -2.4% | 0.9% | -0.1% | -9% | 2% | 0.9%
CCc1nnc(NS(=O)(=O)c2ccc(NC(=O)/C=C/c3ccccc3Cl)cc2)s1 | 2µM* | -48%[20 µM] | 5% | 24µM* | -0.3% | -0.1% | -3% | 6% | 2.5%
CCNC(=O)c1cc(Cl)ccc1OC | 10% | 6% | 2% | 1.0% | 0.3% | -0.1% | -16% | -5% | 0.8%
O=C(CSc1nc2ccccc2c(=O)n1NC(=O)c1ccccc1)c1ccc(Cl)cc1 | 15% | -23% | -4% | -3.9% | -1.0% | -0.2% | -2% | -2% | -1.0% | NS5 inhibitors pilot replicate=-4.4
N#Cc1c(NC(=O)c2ccc(Br)o2)n(-c2ccccc2)c2nc3ccccc3nc12 | -15% | -2% | -44% | 7.5% | 0.5% | -0.1% | -7% | -9% | 9.0%
